APOBEC3A inh: blocks human APOBEC3A ssDNA deamination. P31941. recombinant A3A, FAM/TAMRA ssDNA deamination fluorescence. inhibition, % at 20 µM. 330,000 compounds, 0.41% hits. AID 493011;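 active means at least 40% inhibition at 20 µM here, with at most 30% in a related deaminase screen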;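 further: plate controls were A3A with DMSO for no effect and wells lacking A3A enzyme for full effect; some results filed as inactive read as strong as hits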
Target sequence (P31941 whole entry, looked up): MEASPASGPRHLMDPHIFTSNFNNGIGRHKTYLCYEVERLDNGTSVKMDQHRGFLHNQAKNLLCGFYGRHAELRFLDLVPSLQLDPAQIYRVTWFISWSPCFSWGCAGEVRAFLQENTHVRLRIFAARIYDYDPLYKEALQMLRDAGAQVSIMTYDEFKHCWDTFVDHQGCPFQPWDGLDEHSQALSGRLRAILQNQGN
hIAP inh: blocks human intestinal alkaline phosphatase; P09923; purified IAP, CDP-Star luminescence, 30 min; inhibition, % at 10 µM; 330,000 compounds, 0.12% hits;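 active means inhibition reaching a set limit with compound at 10 µM in the primary screen, cut at about 35% in these data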;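 further: plate controls were DMSO wells with enzyme for no effect and no-enzyme buffer wells for full effect; values of inactives mirror those of a sister screen read the other way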
Target sequence (P09923 whole entry, looked up): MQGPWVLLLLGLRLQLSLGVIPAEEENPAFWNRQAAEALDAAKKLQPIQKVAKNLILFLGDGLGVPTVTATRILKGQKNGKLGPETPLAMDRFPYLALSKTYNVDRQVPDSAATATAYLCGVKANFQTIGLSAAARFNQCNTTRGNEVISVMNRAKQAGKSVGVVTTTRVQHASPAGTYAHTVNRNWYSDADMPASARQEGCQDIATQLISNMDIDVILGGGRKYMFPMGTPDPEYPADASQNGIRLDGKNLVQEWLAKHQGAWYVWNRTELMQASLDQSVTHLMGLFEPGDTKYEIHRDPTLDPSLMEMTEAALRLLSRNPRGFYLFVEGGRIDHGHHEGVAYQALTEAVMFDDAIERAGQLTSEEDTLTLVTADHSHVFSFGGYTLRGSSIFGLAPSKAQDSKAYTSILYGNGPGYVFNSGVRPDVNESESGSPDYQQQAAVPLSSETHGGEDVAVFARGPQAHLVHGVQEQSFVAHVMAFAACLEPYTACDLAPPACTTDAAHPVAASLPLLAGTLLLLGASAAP
mIAP inh: blocks mouse intestinal alkaline phosphatase; purified mouse IAP, CDP-Star luminescence, 30 min; inhibition, % at 10 µM; 330,000 compounds, 0.2% hits;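 active means inhibition of at least 40% at 10 µM in the primary screen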;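 further: plate controls were DMSO with enzyme for no effect and no enzyme wells for full effect; values of inactives mirror those of a sister screen read the other way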
APOBEC3G inh: blocks human APOBEC3G single-stranded DNA deamination. Q9HC16. recombinant A3G, ssDNA deamination FAM/TAMRA fluorescence. inhibition, % at 20 µM. 330,000 compounds, 0.28% hits;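 active means inhibition of at least 40% at 20 µM, with no more than 30% in the related APOBEC3A deaminase screen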;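 further: plate controls were DMSO wells with A3G for no effect and wells lacking A3G enzyme for full effect; some compounds called inactive have numbers as strong as hits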
TIM10 inh: inhibits growth of TIM10 yeast strain; S. cerevisiae TIM10 strain growth, BacTiter-Glo luminescence, 24 h; inhibition, % at 10 µM; 330,000 compounds, 1.4% hits; AID 463195;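 active means inhibition of 40% or more at the single tested concentration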;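 further: wild-type TIM10 isogenic control strain grown at permissive 25 °C; 0% = DMSO yeast wells and 100% = minimal medium wells without yeast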
mIAP activ: increases mouse intestinal alkaline phosphatase activity | activation factor at 10 µM | muIAP, CDP-Star luminescence, 30 min; active compounds read high; 1 = vehicle-only enzyme signal, 0 = enzyme-free wells | 330,000 compounds, 0.24% hits;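 active means activation factor of at least 2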; further: the source names both 10 and 20 µM as test concentration; values of inactives mirror those of a sister screen read the other way
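Assay system: mouse IAP enzyme; Reagent: CDP-Star chemiluminescent phosphatase substrate; Compound: DMSO-dissolved test compounds; Incubation: 30 min, room temperature; Technique: luminescence from enzymatic CDP-Star hydrolysis; Controls: DMSO-only wells and no-enzyme negative control.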
beta cell repl: induces beta-cell replication in MIN6 cells; MIN6 cells proliferation, ATPlite luminescence, 48 h; cells starved in 0.2% serum; 100% = growth in 10% serum; proliferation, % at 10 µM; 330,000 compounds, 0.29% hits; AID 2380;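 active means compounds whose signal lies at least 3.5 SD above the mean of all wells on their plate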;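 further: 0% = DMSO-treated cells in low-serum medium and 100% = 10% serum control; some compounds called inactive have numbers as strong as hits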
tim10-1 inh: growth inhibitors of tim10-1 mutant yeast; 330,000 compounds, 2.2% hits; inhibition, % at 20 µM; AID 463190; S. cerevisiae tim10-1 ts strain growth, BacTiter-Glo, 24 h;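 active means inhibition of at least 40%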;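 further: mutant grown at 25 °C; 0% = DMSO wells with yeast and 100% = wells holding no yeast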
NALP3 yeast inh: inhibitors of NALP3 inflammasome in yeast; Yeast reconstituted NLRP3/ASC/caspase-1, beta-gal luminescence, 24 h; inhibition, % at 10 µM; 330,000 compounds, 0.39% hits; AID 2825;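 active means inhibition of 50% or more; inactive means inhibition below 50%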;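 further: plate controls were induced DMSO wells for no effect and uninduced yeast grown without galactose for full effect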
* hit, by the source's call; nt = not tested or not shown.

Below each SMILES: tim10-1 inh, hIAP inh, beta cell repl, TIM10 inh, APOBEC3G inh, mIAP inh, mIAP activ, APOBEC3A inh, NALP3 yeast inh
#1 COc1ccc(OCc2cc(C(=O)N3C[C@H]4CC[C@H]3C4)no2)c(Cl)c1
    -2, 8, 1, -11, -4, -4, 1, 0, 15
#2 Cc1ccc(C(C)NC(=O)c2cccs2)cc1C (stereo not given)
    -4, 15, -4, -8, -1, 3, 0.97, 4, 29
#3 Cc1ccc(S(=O)(=O)Nc2cccc(-c3ccc(N4CCCCCC4)nn3)c2)cc1C
    10, -17, -8, 11, -6, 0, 1, -4, 9
#4 Cc1ccc(S(=O)(=O)N2CC(O)C[C@H]2C(=O)OCC(=O)c2ccccc2)cc1 (stereo not given in full)
    10, -2, 0, -34, -8, -10, 1.1, -3, 12
#5 Cc1cccc(NS(=O)(=O)c2cccc(C(=O)NCC3(N4CCCCC4)CCCCC3)c2)c1
    -9, -49, -2, 5, -9, -6, 1.1, -3, 16
#6 O=C(NCc1ccco1)c1cccn2c(=O)c3c4c(sc3nc12)CCCC4
    42*, -12, 3, 28, -1, 6, 0.94, 4, -7
#7 CCOc1ccccc1N(CC(=O)NC1CCCCC1)C(=O)CCC(=O)Nc1cc(C)ccn1
    7, -2, 0, -3, 6, -8, 1.1, 1, 26
#8 COC(=O)c1c(NC(=O)c2ccccc2C(=O)O)sc2c1CCC2
    -21, 10, -3, -19, -9, 8, 0.92, -7, 12
#9 Cc1cccc(NC(=O)/C(C#N)=C/c2ccc[nH]2)c1C
    4, -8, 2, 7, -4, 2, 0.98, 1, 39
#10 CC(CNC(=O)COC(=O)c1cccnc1Cl)c1ccccc1 (stereo not given)
    1, 0, 1, 0, -7, 6, 0.94, -1, 16
#11 CC(=O)NCCC(=O)Nc1cc(S(=O)(=O)N2CCOCC2)ccc1N1CCCC1
    1, 12, -1, 11, -4, 0, 1, 19, 33
#12 COc1cccc(CNC(=O)c2cccc(S(=O)(=O)N3CCN(C)CC3)c2)c1
    -15, -7, 5, -6, 12, 1, 0.99, 68*, 11
#13 Cc1ccc(S(=O)(=O)Nc2ccc(C(N)=O)cc2)cc1[N+](=O)[O-]
    -3, 11, -1, 3, -8, 1, 0.99, -1, -13
#14 O=C(CN1CCCC1)N1CCCc2ccccc21
    1, -17, 1, -5, -10, -3, 1, 0, 6
#15 N#CC1=C(N)Oc2cc3ccccc3cc2C1c1cccs1 (stereo not given)
    17, 14, 0, 1, -3, 7, 0.93, -2, 1
#16 O=C(O)CCSC(=S)N1CCOCC1
    -6, -1, -1, 6, -4, -3, 1, 1, -2
#17 CC(=NC(C)C)C1=C(O)CCC1=O
    -3, -3, -2, -11, -1, 1, 0.99, -2, -4
#18 O=C(NCCc1c[nH]c2ccccc12)C1CCC(Cn2c(=S)[nH]c3ccccc3c2=O)CC1 (stereo not given)
    15, 4, -6, -4, -6, 16, 0.84, -1, -5
#19 COc1ccc(/C=C/C(=O)Nc2ccccc2C(=O)O)cc1
    13, 8, -6, 3, -13, 3, 0.97, -1, 8
#20 CCOc1cc(CNCCCN2CCOCC2)cc(Cl)c1OCC(=O)NC(C)(C)C
    2, -14, -4, 8, -13, 1, 0.99, -5, 6
#21 Cc1ccnc(N2CCC(C(=O)Nc3ccc(Oc4ccccc4)cc3)CC2)n1
    15, -52, -2, -16, -7, -6, 1.1, 1, 8
#22 Cc1ccc(N(CC(=O)N/N=C/c2ccc(OC3CSC3)cc2)S(=O)(=O)c2ccccc2)cc1
    6, -15, -2, 3, 0, -32, 1.3, 4, -3
#23 CC(=O)Oc1cc2oc(=O)c3c(c2cc1Cl)CCC3
    -1, 1, -1, 20, 1, 2, 0.98, 2, 1
#24 CCn1c(=N)n(CC(O)c2ccco2)c2ccccc21 (stereo not given)
    11, -7, 0, -7, -1, 0, 1, 3, 6
#25 CCOc1ccc(-c2c(C#N)c(N)nc3sc(C(=O)c4ccccc4)c(N)c23)cc1
    -4, 11, 0, -7, -9, 5, 0.95, 1, 18
#26 O=C(O)c1cc(Cl)c(Cl)cc1C(=O)N1CCCC1
    15, -3, -2, 12, -6, 4, 0.96, -6, 8
#27 CCCCNc1ccc(S(=O)(=O)c2cccc([N+](=O)[O-])c2)cc1[N+](=O)[O-]
    26, -4, 0, -7, 1, 6, 0.94, 3, 21
#28 CCOC(=O)c1ccccc1NC(=O)COC(=O)C(CCSC)NC(=O)COc1ccccc1 (stereo not given)
    14, 3, 5, 11, -2, 2, 0.98, -2, -19
#29 O=C(Oc1ccc(-c2cnc3ccccc3n2)cc1)c1ccc(Br)o1
    -10, -7, -4, -15, -3, 8, 0.92, 1, 42
#30 CCOC(=O)C1CCCN(c2c(C(=O)c3ccccc3)cnc3ccc(OC)cc23)C1 (stereo not given)
    12, 5, -5, 2, 2, 15, 0.85, 0, 28
#31 CCOC(=O)c1oc2ccccc2c1NC(=O)COc1cccc(OC)c1
    6, -16, 0, -8, -2, 1, 0.99, 0, 10
#32 COc1ccc(CNCCS(=O)(=O)NN2CCOCC2)cc1
    8, nt, nt, 3, -2, -6, 1.1, 0, nt
#33 N#C/C(=C\c1c(Oc2ccc(Cl)cc2)nc2ccccn2c1=O)C(=O)NC1CCS(=O)(=O)C1 (stereo not given)
    11, 7, 0, -4, -4, 4, 0.96, -2, 7
#34 COc1cccc(-c2nc(CS(=O)CC(=O)NCc3ccccc3)c(C)o2)c1 (stereo not given)
    11, 5, -5, -2, 3, 3, 0.97, 3, 14
#35 CCOc1cc(N2CCOCC2)c(OCC)cc1NC(=O)c1ccc(F)c(S(=O)(=O)N2CCOCC2)c1
    10, -10, 2, 4, -11, 7, 0.93, -1, 16
#36 CCOC(=O)c1cnc(-n2nc(C)cc2C)nc1NCc1ccccc1
    36, -29, -6, 43*, -10, 5, 0.95, -2, 24
#37 O=C(Nc1ccc(Cl)cn1)c1cc2ccccc2o1
    12, 0, -1, 23, 1, 1, 0.99, -3, 32
#38 CC(CC(=O)Nc1ccc(S(=O)(=O)Nc2ncccn2)cc1)c1ccccc1 (stereo not given)
    -21, 6, -1, 3, -7, 4, 0.96, -3, 13
#39 O=C(O)C1CCCN1S(=O)(=O)c1cc(Cl)ccc1Cl (stereo not given)
    23, -34, -1, 17, -2, 0, 1, 4, 0
#40 COc1cc(/C=N/NC(=O)c2ccc(CSc3nncn3C)cc2)cc(OC)c1O
    10, -10, 0, -3, -5, 0, 1, -5, -9
#41 CC(C)OC(=O)/C(=C\C=C\c1ccccc1)NC(=O)c1ccccc1
    4, 1, 2, 0, -1, -8, 1.1, -1, 12
#42 Cc1ccc(-c2c(C(=O)O)c3ccccc3[nH]c2=O)cc1
    6, -3, 0, -16, -5, -8, 1.1, -4, -2
#43 c1ccc(NC2=Nc3ccccc3CC2)cc1
    16, -18, 0, -8, 4, -10, 1.1, 4, 6
#44 COc1ccc(N/C=C2\C(=O)CCc3c2oc2cc(Cl)c(O)c(Cl)c32)cc1
    -7, 16, -4, -3, -6, 24, 0.76, -2, 6
#45 CN(C(=O)CCc1nc2ccccc2s1)c1ccccc1
    13, 7, 1, 12, -6, -5, 1.1, -2, 23
#46 COc1cc(/C=C/CN2CCN(Cc3ccc(C)o3)C(CCO)C2)ccc1O (stereo not given)
    1, 4, -2, 4, -6, 0, 1, -1, 20
#47 COc1ccc(NC(=O)NNC(=O)COc2ccc3cc(Br)ccc3c2)c(OC)c1
    8, -46, -6, -12, -2, 0, 1, 0, 2
#48 CCCCN(C(=O)CSc1nnc(-c2ccco2)o1)c1c(N)n(Cc2ccccc2)c(=O)[nH]c1=O
    6, -4, -1, 1, -7, 1, 0.99, 4, 8
#49 Cc1ccc(NC(=O)CCNS(=O)(=O)c2ccccc2)c(C(=O)c2ccccc2)c1
    7, -4, -3, -15, -10, -13, 1.1, -7, -7
#50 O=C(CSCc1c(F)cccc1Cl)NCCc1ccccc1
    10, -11, 0, -18, -4, -11, 1.1, 0, 11

Bioassay records: PubChem, Sanford-Burnham Center for Chemical Genomics
